GCN5L2 inh = GCN5L2 (KAT2A) acetyltransferase inhibition; GCN5L2 HAT assay, ThioGlo1 CoA-SH fluorescence; Q92830; actives 0.21% (n = 390,000); Potency, µM (series often up to 58.9 µM), without a hit: at the top dose activity change, negative = inhibition, actives largely listed as inhibitors
Target sequence (Q92830 whole entry, looked up): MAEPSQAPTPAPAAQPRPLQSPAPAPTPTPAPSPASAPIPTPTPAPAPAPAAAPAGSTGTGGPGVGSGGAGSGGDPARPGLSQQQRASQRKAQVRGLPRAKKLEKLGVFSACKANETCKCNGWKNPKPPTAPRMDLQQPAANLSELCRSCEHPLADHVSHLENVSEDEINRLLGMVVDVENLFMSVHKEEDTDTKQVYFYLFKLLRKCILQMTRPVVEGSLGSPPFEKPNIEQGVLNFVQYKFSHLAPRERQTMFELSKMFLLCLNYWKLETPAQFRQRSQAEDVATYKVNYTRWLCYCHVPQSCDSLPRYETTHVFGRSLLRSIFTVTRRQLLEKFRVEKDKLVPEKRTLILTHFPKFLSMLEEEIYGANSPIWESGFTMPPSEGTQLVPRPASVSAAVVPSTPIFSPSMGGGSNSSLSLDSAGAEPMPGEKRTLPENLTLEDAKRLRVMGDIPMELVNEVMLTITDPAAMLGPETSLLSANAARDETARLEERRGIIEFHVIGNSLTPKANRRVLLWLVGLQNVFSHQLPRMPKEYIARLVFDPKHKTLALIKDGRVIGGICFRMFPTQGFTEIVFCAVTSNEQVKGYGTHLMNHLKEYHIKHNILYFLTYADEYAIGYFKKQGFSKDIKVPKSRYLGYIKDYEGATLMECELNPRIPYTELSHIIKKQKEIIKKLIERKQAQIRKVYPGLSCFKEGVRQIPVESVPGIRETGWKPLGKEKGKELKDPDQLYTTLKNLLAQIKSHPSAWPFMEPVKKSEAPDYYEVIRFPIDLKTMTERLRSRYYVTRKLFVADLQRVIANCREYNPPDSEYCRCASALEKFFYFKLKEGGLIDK
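Enzyme at 20nM final was mixed with library compounds for 15 min at room temperature. Peptide H3(1-25) at 75uM, acetyl-CoA at 70uM and ThioGlo1 at 50uM were then added. Plates were read immediately and after 20 min (Ex340nm/Em540nm).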
N370S GC mod = inhibits or activates N370S mutant glucocerebrosidase; N370S GC spleen homogenate, 4MU-glucoside fluorescence; actives 0.092% (n = 330,000); Potency, µM (doses to about 59.4 µM), without a hit: top-dose activity change, negative = inhibition, hits mostly inhibitors; P04062;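 further: 0% = full enzyme activity and -100% = no enzyme basal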
FEN1 inh = blocks human flap endonuclease 1. P39748. Recombinant FEN1 flap cleavage, fluorescence, 15 min. Potency, µM (doses to about 114 µM), for inactives: at the highest dose activity change, negative = inhibition, usual class: inhibitors. actives 0.35% (n = 390,000). AID 588795; further: nearly all actives have a fitted effect of over 65% in size
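FEN1 at 10 nM, compound pretreatment for 15 min (room temperature), 50 nM final substrate to initiate; endpoint reads at 0 and 15 min; DMSO-only plates used as vehicle background.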
* marks the source's active call; other numbers are inactive results; ? = inconclusive; nt = not tested or not shown; & = joins results of further samples; [ ] = remark or other dose. The call rests on the fitted dose curve; in most records, active means well fitted curve in the direction sought with a large enough effect; inconclusive means small, poorly fitted or top-dose-only effect, or another doubt; inactive means no such curve, though single readings can be large; an effect the other way counts as inactive or inconclusive. Unless noted, on the % scale 0 is the no-effect control and ±100 the full control effect; potency means the concentration at half of the fitted maximal effect. This is a subset; count on the stated rates, not on these rows.

SMILES | GCN5L2 inh | N370S GC mod | FEN1 inh
Cc1nn(CC(=O)NCCCN2CCCC2=O)c(C)c1[N+](=O)[O-] | 2% | nt | 4%
Cc1[nH]c2ccccc2c1/C=C/c1cc[n+](C)cc1 | -17% | -26% | ?
COc1ccc(CCNCC(O)c2ccccc2)cc1 (stereo not given) | -1% | -15% | 0%
CCCN1CNc2c(c(=O)[nH]c(=S)n2CCc2ccccc2)C1 | -9% | 1% | -9%
COc1cccc2[nH]c(C(=O)NCCCN3CCCC3=O)cc12 | -6% | 17% | 20%
Cc1ccc(/C(O)=C/c2nc3ccccc3oc2=O)cc1 | -10% | 2% | -3%
O=C(Cn1nnc(-c2ccccc2)n1)N1CCCCC1 | 5% | -9% | 9%
Cc1cccc(CSc2nc3c(c(=O)[nH]2)CCC3)c1 | -3%&3% | -7% | 0%&0%
CCNc1c(NC(C)=O)c(=O)oc2ccccc12 | 1% | 15% | -3%
Cc1nc(CS(=O)(=O)c2ccccc2)cc(Sc2ccccc2Cl)n1 | -3% | -7% | -9%
CCCn1nc2cc(C(=O)NCCc3cccs3)ccc2c1OCC | 0% | 8% | -5%
O=C1CCCc2sc3c(c2N1)CCCCC3 | -2% | -27%[2.35 µM] | 4%
Cc1ccc2nc(SCC(=O)NNC(=O)c3ccccc3)[nH]c2c1 | -6% | 7% | -6%
Cc1cc2nnc(SCC(=O)OC(C)C)n2c2ccccc12 | 27% | 14% | -9%
COC(=O)C1=NNC(C(=O)c2ccco2)C1c1ccccc1 (stereo not given) | -10% | 2% | -3%
O=C(NC1CCCN(Cc2ccccc2F)C1)C1CCC1 (stereo not given) | 1% | -22% | 2%
Cc1ccc(S(=O)(=O)NC2c3cccc4cccc(c34)C2Sc2nncn2C)cc1 (stereo not given) | -5% | 0% | 7%
Nc1ccc(-c2cc(-c3ccc(N)cc3)nc(-c3ccccc3)n2)cc1 | 2% | 2% | 1%
CC1CN(CCc2ccccc2)c2nc3c(c(=O)[nH]c(=O)n3C)n2C1 (stereo not given) | -6% | 15% | 7%
Cc1ccc(C)c(CSc2nnc(-c3cccnc3)n2N)c1 | -4% | 2% | -11%
COc1ccc(N2CCN(C(=O)CSCc3nc(-c4ccccc4Cl)oc3C)CC2)cc1 | -19% | nt | -10%
Cc1ccc2c(c1)N(CC(=O)NCCCN1CCCCC1)C(=O)c1cccnc1O2 | -3%&-3% | -1% | -10%&1%
Nc1nonc1C(=O)N/N=C/c1ccc(-c2cccc([N+](=O)[O-])c2)o1 | 2% | -12% | 4%
COc1ccc(Cl)cc1NC(=O)CN(C)C(C)C(=O)NC(=O)NC1CCCCC1 (stereo not given) | 0% | 0% | -10%
O=C(NC1CCCC1)c1ccc(S(=O)(=O)N2CCOCC2)cc1 | 0% | 0% | -1%

The closing two entries of the part before are carried over, then new ones follow.
SMILES | GCN5L2 inh | N370S GC mod | FEN1 inh
COc1ccc(Cl)cc1NC(=O)CN(C)C(C)C(=O)NC(=O)NC1CCCCC1 (stereo not given) | 0% | 0% | -10%
O=C(NC1CCCC1)c1ccc(S(=O)(=O)N2CCOCC2)cc1 | 0% | 0% | -1%
Cc1oc(-c2cccc(Cl)c2)nc1CN1CCC(C(=O)NCc2ccco2)CC1 | -9% | 3% | 3%
COc1ccc(C(C)=O)cc1CSc1nc2cc(Cl)ccc2o1 | 3% | ? | -3%
CCOC(=O)c1cccc(NC(=O)NCc2ccc3c(c2)CCN3C(=O)c2ccccc2)c1 | 0% | nt | 14%
CSc1cccc2sc(NC(=O)C3=COCCO3)nc12 | -5% | -11% | -4%
O=C(CCN1C(=O)C2CC=C(Cl)CC2C1=O)NC1CCCCC1 (stereo not given) | 0% | 1% | -1%
O=C1NC(CCc2ccccc2)C(=O)N1Cc1ccc(Br)cc1 (stereo not given) | -2% | 5% | 1%
CC(C)(C)C(=O)NC(=S)Nc1ccccc1C(N)=O | 3% | -1% | 3%
Cc1cccc(NC(=O)c2cn(-c3ccccc3)nc2-c2ccccc2)c1C | -7% | nt | -3%
COc1ccc(-c2noc(-c3ccc(N4CCN(c5ccc(OC)cc5)CC4)c([N+](=O)[O-])c3)n2)cc1 | -2% | nt | -9%
CC(=O)N1CCc2c(sc(NC(=O)CS(=O)(=O)c3ccc(F)cc3)c2C(N)=O)C1 | -8% | 5% | 1%
CC(Oc1cccc(Cl)c1)C(=O)N(C)CC(=O)Nc1ccc(N2CCOCC2)cc1 (stereo not given) | -2% | 3% | 4%
CC(C)Oc1cccc(C(=O)C2CCCN(C(=O)c3cc(C(F)(F)F)[nH]n3)C2)c1 (stereo not given) | -14% | -5% | -1%
Cc1cc(=O)oc2c(C(=O)c3ccccc3)c(OCC(N)=O)ccc12 | -5% | 10% | 3%
O=C(NC1CCCC1)c1cccc2c1C(=O)c1ccc(N3CCCCC3)cc1S2(=O)=O | -6% | nt | -19%
COc1ccccc1-c1nnc(SCC(=O)NC2CCS(=O)(=O)C2)n1N (stereo not given) | -6% | -1% | 0%
COc1ccccc1OCCN1CSC(=S)N(C)C1 | 3% | -19% | 4%
CC(=O)OC1CC2C(C)(C)C(=O)CC[C@]2(C)C2CC[C@]3(C)C(=CC(=O)OC3c3ccoc3)[C@]12C (stereo not given in full) | 14% | 6% | nt
CCOC(=O)CC(=O)CSc1nc2sc(C)cc2c(=O)n1Cc1ccco1 | -29% | 5% | -16%
COc1ccc(C(=O)COC(=O)c2ccc3c(c2)OCCO3)c(OC)c1 | -19% | 11% | -6%
O=C(CC(=O)c1cccc([N+](=O)[O-])c1)Nc1ccccc1Cl | -6% | -6% | 1%
O=C(/C=C/c1ccccc1)NC1CCCc2ccccc21 (stereo not given) | 3% | 9% | nt
O=C(O)c1cnn(-c2nc(-c3ccc(Cl)c(Cl)c3)cs2)c1C(F)(F)F | 1% | 29% | -20%
Cc1nn(C)c(C(=O)N2CCN(C(=O)c3ccco3)CC2)c1Br | -4% | -1% | 10%
O=C(NNC(=O)C1CCCN(S(=O)(=O)c2ccc3ccccc3c2)C1)C1CC1 (stereo not given) | 25% | -24% | 14%
c1ccc(C[n+]2cccc3c4ccccc4ccc32)cc1 | -2% | 3% | -1%

Compound profiles, from the list above. Order of values: GCN5L2 inh | N370S GC mod | FEN1 inh
`COc1ccc(C(=O)COC(=O)c2ccc3c(c2)OCCO3)c(OC)c1` is listed as -19% | 11% | -6%
`Cc1cc(=O)oc2c(C(=O)c3ccccc3)c(OCC(N)=O)ccc12` is listed as -5% | 10% | 3%
`COc1ccccc1-c1nnc(SCC(=O)NC2CCS(=O)(=O)C2)n1N` (stereo not given) is listed as -6% | -1% | 0%
`Cc1nn(C)c(C(=O)N2CCN(C(=O)c3ccco3)CC2)c1Br` is listed as -4% | -1% | 10%
`COc1ccc(-c2noc(-c3ccc(N4CCN(c5ccc(OC)cc5)CC4)c([N+](=O)[O-])c3)n2)cc1` is listed as -2% | nt | -9%

The main list resumes, repeating the 3 entries before the break.
SMILES | GCN5L2 inh | N370S GC mod | FEN1 inh
Cc1nn(C)c(C(=O)N2CCN(C(=O)c3ccco3)CC2)c1Br | -4% | -1% | 10%
O=C(NNC(=O)C1CCCN(S(=O)(=O)c2ccc3ccccc3c2)C1)C1CC1 (stereo not given) | 25% | -24% | 14%
c1ccc(C[n+]2cccc3c4ccccc4ccc32)cc1 | -2% | 3% | -1%
CCOc1ccc(-c2nnc(SCC(=O)NCc3ccccc3)o2)cc1 | -9% | nt | 4%
COc1cc(C(C)=O)cc(OC)c1O | -7% | -6% | 3%
COc1ccc(Nc2c(-c3ccc(Cl)cc3)nc3cnccn23)cc1OC | -6% | nt | -26%
CN(C)c1ccc(/C=N/NC(=O)c2nonc2N)cc1[N+](=O)[O-] | -8% | -27% | -12%
CCCCn1c(C)cc(C)c(S(=O)(=O)c2ccccc2C)c1=O | -1% | 7% | -13%
COc1ccc(NC2c3ccccc3C(=O)N2c2ccccn2)cc1 (stereo not given) | -3% | 7% | -8%
O=C(O)c1ccc(N2C(=O)c3cccc4cccc(c34)C2=O)cc1 | -4% | ? | -2%
O=C(COc1ccccc1Cl)NC(=O)NC1CCCCC1 | -1% | -3% | 8%
O=C(NCCCNCCCNC(=O)c1ccccn1)c1ccccn1 | -1% | -8% | -2%
Cc1ccc(C)c(C(=O)COC(=O)Cn2c(C)csc2=O)c1 | ? | -6% | -17%
CC(Oc1ccc2c3c(c(=O)oc2c1)CCCC3)C(=O)NCC(O)c1ccccc1 (stereo not given) | -4% | -2% | 1%
COc1ccccc1CNC(=O)CN(c1ccc(C)cc1)S(=O)(=O)c1c(C)nn(C)c1C | -4% | 7% | -9%
CCOc1cc(C)c(C(C)C)cc1S(=O)(=O)N1CCN(C)CC1 | -10% | -10% | 4%
CCn1c(=O)n(CC(=O)Nc2cccc(OC)c2)c(=O)c2ccccc21 | -1% | -6% | 1%
CC(C)CCn1c(=O)c2sccc2n2c(CCCC(=O)NC(C)c3ccccc3)nnc12 (stereo not given) | -9% | nt | 3%
O=C(CS(=O)(=O)c1cn(CC(=O)N2CCCC2)c2ccccc12)Nc1ccccc1F | -28% | -1% | 8%
Cc1cc2cc3c(cc2nc1SCC(=O)OC(C)C)OCO3 | -7% | nt | -4%
CCc1nnc(NC(=O)CSc2nc3c(c(=O)n2C)SC(C)C3)s1 (stereo not given) | 3% | 5% | -20%
O=C(CCC1CCN(Cc2ccccc2O)CC1)NC1CC1 | 0% | 1% | -2%
COc1ccc(OC)c(Nc2nc(-c3ccc(O)c(O)c3)cs2)c1 | -13% | -7% | ?
COCCCNC(=O)COc1cc(C)c(Cl)c(C)c1 | -6% | -4% | -12%
CC(C)CCN(C(=O)C1CSC2(C)CCC(=O)N12)c1c(N)n(Cc2ccccc2)c(=O)[nH]c1=O (stereo not given) | 2% | 4% | -8%
O=C(Nc1ccc(S(=O)(=O)NC2=NCCCCC2)cc1)c1ccc([N+](=O)[O-])s1 | 0% | -12% | -10%
CN(C(=O)c1ccc2c(c1)OCO2)C1CCCCC1 | -2% | 0% | 0%
CC(=O)Nc1ccc(S(=O)(=O)N(Cc2ccccc2)C(C)C)cc1 | -14% | -2% | -17%

Next part.
SMILES | GCN5L2 inh | N370S GC mod | FEN1 inh
COc1cccc(CNC2CCCc3ccccc32)c1OC (stereo not given) | -13% | 1% | 2%
Cc1sc(N/N=C/c2cccnc2)nc1-c1ccccc1 | -7% | -12% | -21%
Cc1ccc(-c2cn(-c3ccccc3)c(SCC(=O)NC3CCS(=O)(=O)C3)n2)cc1C (stereo not given) | -2% | -9% | 9%
Fc1ccc(-n2c(Cc3cccs3)n[nH]c2=S)cc1Cl | -2% | 1% | 2%
Cc1ccnc(NS(=O)(=O)c2ccc(NC(=O)c3ccc(Br)o3)cc2)n1 | 0% | 21% | -1%
CCOc1ccc(NC(=O)CSc2nc3ccccc3c(=O)n2Cc2cccs2)cc1 | -7% | 1% | -3%
CC(=O)c1cccc(NC(=O)CN2C(=O)COc3ccc(Cl)cc32)c1 | 0% | -5% | 12%
CCC(C(=O)NCc1ccco1)n1nc(-c2ccc(OC)cc2)ccc1=O (stereo not given) | -14% | -14% | -3%
CCc1ccccc1NC(=O)N1CC(CC)Oc2ccc(Cl)cc21 (stereo not given) | -14% | nt | 10%
COCC(=O)N1CCC2(CCN(Cc3ccccc3OC)CC2)CC1 | 5% | -3% | nt
O=C(CSc1nnnn1C1CCCCC1)Nc1ccc2c(c1)OCO2 | -1% | -2% | -9%
CCCCCCCNC(=O)C1(CC2CC(c3ccc(Cl)cc3)=NO2)CCN(C(=O)C2(C)CC2)CC1 (stereo not given) | -3% | -12% | -26%
COc1c(C=O)c(CCN(C)C(=O)c2ccc(F)cc2)cc2c1OCO2 | -7% | 9% | -1%
Cc1ccc(S(=O)(=O)N2CCOCC2)cc1C(=O)NC1CCCCC1 | -10% | ? | 2%
Cc1ccc(C)n1-c1ccc(C(=O)NCC2CCCO2)cc1 (stereo not given) | -8% | -4% | -4%
COc1ccc(-c2nc(SC(C)C(=O)c3c(N)n(C)c(=O)n(C)c3=O)n[nH]2)cc1 (stereo not given) | -4% | nt | 13%
COc1cc(C(=O)N2CCN(c3ccccc3Cl)CC2)ccc1OCC(=O)N1CCOCC1 | -1% | nt | -5%
CCCn1c(SCC(=O)Nc2cc(S(=O)(=O)N3CCCCC3)ccc2C)n[nH]c1=O | -11% | nt | 3%
O=C(Nc1cc(C(F)(F)F)ccc1N1CCCC1)C1=COCCO1 | -5% | 0% | 0%
CCC(C(=O)NCCc1ccc(C)cc1)n1nc(C)c2c(C)n(-c3ccccc3)nc2c1=O (stereo not given) | -1% | 2% | 15%
C/C(=N\NC(=O)c1ccccc1)c1nc2ccccc2n1C | -3% | -3% | 4%
CC(C)CCNC(=O)CCC(=O)NNc1nc2ccccc2c2nc(-c3ccccc3)nn12 | 7%&-7% | -2% | -4%&0%
